Bioassay records: PubChem BioAssay, National Center for Advancing Translational Sciences (NCATS)
Pf Dd2 growth: qHTS Primary assay for Inhibitors of Plasmodium falciparum Dd2 growth in vitro; AID 1347417, 2020; 4.3% of 120,000 active; P. falciparum Dd2 growth, SYBR Green, 72 h; Potency, µM (series often up to 28.9 µM), for the others: top-dose activity, negative = inhibition, actives largely listed as inhibitors; active = well fitted inhibition curve with a large enough effect; inconclusive = small, poorly fitted or top-dose-only effect; inactive = no such curve, though single readings can be large or run the other way;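 also: plate controls were DMSO vehicle for no effect and reference drug for full effect; nearly all actives have a fitted effect of over 65% in size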
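Readout: SYBR Green fluorescence, 485 nm excitation, 535 nm emission, after ~16 h lysis at 37C. Before that, Dd2-infected red cells (2.5% hematocrit) grew 72 h with compound, 29 uM top final concentration.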
* marks the source's active call; other numbers are inactive results; [ ] = remark or other dose. Potency is read from the fitted curve at half-maximal effect.

Screening CCc1ccc(C(=O)c2cn(CC(=O)Nc3cccc(OC)c3)c3ccc(OC)cc3c2=O)cc1 returned Pf Dd2 growth 13µM*.
For COc1ccc(NC(=O)C(c2ccc(C)cc2)N(C)C(=O)/C=C\c2ccc3c(c2)OCO3)cc1 (stereo not given) the results were Pf Dd2 growth -25%.
Screening CCOc1ccc(/C=C/c2nc(C#N)c(Nc3ccc(OCC)cc3)o2)cc1 returned Pf Dd2 growth -11%.
Screening COc1ccccc1-c1ccc(N2CC3CC(C2)c2cccc(=O)n2C3)nn1 (stereo not given) returned Pf Dd2 growth -13%.
For COc1cc(C(=O)NCC(c2ccc(N(C)C)cc2)N2CCc3ccccc32)cc(OC)c1OC (stereo not given) the results were Pf Dd2 growth -24%.
Screening Cc1cnc(C(=O)N2CCC(F)(c3nc(-c4ccncc4)no3)CC2)cn1 returned Pf Dd2 growth -8%.
COc1ccccc1-c1cnc(Nc2ccc(CN3CCN(C)CC3)cc2)c2c1CCO2 was read as Pf Dd2 growth 7.1µM*.
Fc1ccccc1-c1cc2c(cn1)CN(Cc1ccncc1)CCN2 was read as Pf Dd2 growth inactive.
Screening CN(C)c1ccc(C(=O)N[C@H]2C[C@H]3C(=O)NC[C@@H](CCC(=O)NCc4cccs4)N3C2)cc1 returned Pf Dd2 growth inactive.
`O=S(=O)(NCC1CCOCC1)c1cccnc1` gave Pf Dd2 growth -6%.
Screening O=C(NCC1CN(C(=O)c2cccc(Cl)c2)CC12CN(c1ccccc1)C2)C1CC1 (stereo not given) returned Pf Dd2 growth inactive.
For CN(Cc1cc(C[C@@H]2C[C@H](NCc3cccnc3)C2(C)C)no1)c1ccccc1 the results were Pf Dd2 growth inconclusive.
Screening COc1ccc(C(=O)N2CCc3nc(C(C)C)nc(-c4ccc(Cl)cc4)c3CC2)cc1 returned Pf Dd2 growth 11µM*.
For CN(C)[C@@H]1CN(C(=O)Cc2ccc(F)cc2)C[C@H]1CO the results were Pf Dd2 growth inactive.
COc1ccc(N2CCN(S(=O)(=O)c3ccc4c(c3)C(C(C)C)C(=O)N4)CC2)cc1 (stereo not given) was read as Pf Dd2 growth inconclusive.
Screening CN(C(=O)CN1C(=O)NC2(CCOCC2)C1=O)c1ccccc1 returned Pf Dd2 growth -13%.
COc1cccc(-n2cc(C(=O)NCCc3cccc(C)c3)c3ccccc3c2=O)c1 was read as Pf Dd2 growth inconclusive.
O=C(Cn1nc(-c2ccc(Cl)cc2)ccc1=O)NCCc1ccccc1 was read as Pf Dd2 growth inconclusive.
For CCOC(=O)C1CCN(C(=O)c2cn3ccnc(-c4ccc(OC)cc4)c3n2)CC1 the results were Pf Dd2 growth inactive.
`COc1ccc(NC(=O)O[C@@H]2CO[C@H]3[C@@H]2OC[C@@H]3NC(=O)c2ccc(OC)cc2)cc1` gave Pf Dd2 growth -25%[44.1 µM].
Screening CCN(CC)c1cc(CCC(=O)NCc2ccccc2C)ccn1 returned Pf Dd2 growth inconclusive.
Screening COCc1cccc(-c2n[nH]c3c2CC(=O)N(Cc2ccc(OC)cc2)C3)c1 returned Pf Dd2 growth inconclusive.
Screening COCC(=O)N[C@H]1CO[C@H]2[C@@H]1OC[C@H]2O returned Pf Dd2 growth 7%[44.1 µM].
For CCCc1ncncc1C(=O)N1CCCC(CCc2ccc(F)cc2)C1 (stereo not given) the results were Pf Dd2 growth inconclusive.
`Cc1ccc(Cl)cc1NC(=O)C1CCN(S(=O)(=O)c2cccc3nonc23)CC1` gave Pf Dd2 growth 43%[activator].
Screening Cc1ccc(C)c(CN2C(=O)CSc3ccc(C(=O)NCc4ccccc4)cc32)c1 returned Pf Dd2 growth -14%.
Screening CC1(c2ccccc2)N(Cc2ccccc2)C(=O)OC12CCN(C(=O)CN1CCOCC1)CC2 (stereo not given) returned Pf Dd2 growth inactive.
COc1cc(-c2onc(C)c2C(=O)NC2Cc3ccccc3C2)cc(OC)c1OC was read as Pf Dd2 growth inactive.
For COc1ccccc1CCNC(=O)C(=O)NCC(c1cccs1)S(=O)(=O)c1cccs1 (stereo not given) the results were Pf Dd2 growth -8%.
For Cc1ccc(CNS(=O)(=O)c2cc3c(cc2C)N(C)CCO3)cc1 the results were Pf Dd2 growth 13%.
For CNC(=O)[C@H]1C[C@H](Oc2ccccc2)CN1C(=O)Cn1ccnc1 the results were Pf Dd2 growth 0%.
CCOc1ccc(/C=C/c2nc(C#N)c(N3CCC(C)CC3)o2)cc1 was read as Pf Dd2 growth inactive.
For Cc1c(F)cccc1NC(=O)N1CCC(Oc2ncccc2C(=O)N2CCOCC2)C1 (stereo not given) the results were Pf Dd2 growth 10%.
CCc1ccc(NC(=O)CN2C(=O)c3ccccc3Sc3ccc(C(=O)N4CCCC4)cc32)cc1 was read as Pf Dd2 growth inconclusive.
Clc1cc(NC2CCCCCC2)n2nccc2n1 was read as Pf Dd2 growth inconclusive.
For COc1ccc(C(=O)N2C[C@@H](CO)[C@H](c3ccncc3)C2)c(C)c1 the results were Pf Dd2 growth inconclusive.
Screening Fc1ccc(Nc2cnc3ccc(N4CCOCC4)nn23)cc1F returned Pf Dd2 growth inactive.
Screening COc1cccc(NC(=O)C2CCCN(S(=O)(=O)c3cccc4nonc34)C2)c1 (stereo not given) returned Pf Dd2 growth 20%.
Screening CCCCOc1ccc(OC(=O)c2sc3ncn(Cc4cccc(F)c4)c(=O)c3c2C)cc1 returned Pf Dd2 growth 4%.
CCOc1ccc(CCNC(=O)C2CCCN(c3nnc(C)c4c(C)n(-c5ccccc5)nc34)C2)cc1 (stereo not given) was read as Pf Dd2 growth 7.9µM*.
Cc1nc(Cn2ccnc2-c2cn(C3CCNCC3)nn2)cs1 was read as Pf Dd2 growth 0%.
CCc1cccc(C)c1NC(=O)Cn1cc2c(n1)CCCC2 was read as Pf Dd2 growth 55%[activator][0.594 µM].
`O=C1NCC(=O)N2CCN(Cc3ccccc3-c3ccccc3)CC12` (stereo not given) gave Pf Dd2 growth -12%.
`O=C(Nc1ccccc1F)N1CC2CCC(C1)N2Cc1ccc(-c2ccccc2)cc1` gave Pf Dd2 growth 6%.
`Cc1ccccc1C(=O)NCCc1sc(-c2ccc(Cl)cc2)nc1C` gave Pf Dd2 growth inactive.
`COc1ccc(CCNS(=O)(=O)c2ccc(N3CCCCS3(=O)=O)cc2)cc1OC` gave Pf Dd2 growth inactive.
Fc1ccc(C(c2nnc(-c3ccccc3)o2)N2CCN(c3cccc(Cl)c3)CC2)cc1 (stereo not given) was read as Pf Dd2 growth inconclusive.
For COCCOC1CCN(C(=O)c2cccc(C)c2)CC1 the results were Pf Dd2 growth 30%.
Screening COc1ccc(CC(=O)N[C@H](C)c2onc(C)c2C(=O)O)cc1 returned Pf Dd2 growth 49%[activator][44.1 µM].
O=C1NCc2ccccc2CC12CCCN2Cc1ccsc1 (stereo not given) was read as Pf Dd2 growth inconclusive.
Screening CN(C)C(=O)N1CCC2(C1)C(=O)N(CCc1ccccc1)c1ccccc12 (stereo not given) returned Pf Dd2 growth -19%.
CN(C)CC(=O)N1CCC2(CC1)NCCc1c2[nH]c2ccccc12 was read as Pf Dd2 growth inconclusive.
CS(=O)(=O)N1CCC(C2CCN(C(=O)c3ccc4[nH]ccc4c3)C2)CC1 (stereo not given) was read as Pf Dd2 growth -11%.
OC1CN(Cc2ccccc2)CCN(c2nc(-c3ccccc3)no2)C1 (stereo not given) was read as Pf Dd2 growth inconclusive.
For CN(C)[C@@H]1CN(C(=O)C2(c3ccccc3)CC2)C[C@H]1CO the results were Pf Dd2 growth inconclusive.
Screening O=C1NC2(CCN(C(=O)c3ccccc3F)C2)Oc2ccccc21 (stereo not given) returned Pf Dd2 growth inconclusive.
For COCC(=O)N(C1CCOCC1)C1CCN(C(=O)c2cc(Cl)ccc2F)CC1 the results were Pf Dd2 growth 9%.
COc1ccc(CCC(=O)NCCc2csc(-c3ccc(F)cc3)n2)cc1 was read as Pf Dd2 growth -4%.
O=C1NCCCCCCN(Cc2ccncc2)[C@@H]2CN(C(=O)C3CCCCC3)CC[C@@H]12 was read as Pf Dd2 growth -27%.
For Cc1cnc(C)c(-c2cc(O)c3c(c2)CN(C(=O)C2CCOC2)CCO3)n1 (stereo not given) the results were Pf Dd2 growth -16%.

13 compounds out of the list, ordered by molecular weight, falling.
`COc1ccc(CCNS(=O)(=O)c2ccc(N3CCCCS3(=O)=O)cc2)cc1OC` gave Pf Dd2 growth inactive.
Fc1ccc(C(c2nnc(-c3ccccc3)o2)N2CCN(c3cccc(Cl)c3)CC2)cc1 (stereo not given) was read as Pf Dd2 growth inconclusive.
O=C1NCCCCCCN(Cc2ccncc2)[C@@H]2CN(C(=O)C3CCCCC3)CC[C@@H]12 was read as Pf Dd2 growth -27%.
For COCC(=O)N(C1CCOCC1)C1CCN(C(=O)c2cc(Cl)ccc2F)CC1 the results were Pf Dd2 growth 9%.
COc1ccc(CCC(=O)NCCc2csc(-c3ccc(F)cc3)n2)cc1 was read as Pf Dd2 growth -4%.
CS(=O)(=O)N1CCC(C2CCN(C(=O)c3ccc4[nH]ccc4c3)C2)CC1 (stereo not given) was read as Pf Dd2 growth -11%.
`Cc1ccccc1C(=O)NCCc1sc(-c2ccc(Cl)cc2)nc1C` gave Pf Dd2 growth inactive.
Screening CN(C)C(=O)N1CCC2(C1)C(=O)N(CCc1ccccc1)c1ccccc12 (stereo not given) returned Pf Dd2 growth -19%.
Screening O=C1NC2(CCN(C(=O)c3ccccc3F)C2)Oc2ccccc21 (stereo not given) returned Pf Dd2 growth inconclusive.
Screening COc1ccc(CC(=O)N[C@H](C)c2onc(C)c2C(=O)O)cc1 returned Pf Dd2 growth 49%[activator][44.1 µM].
O=C1NCc2ccccc2CC12CCCN2Cc1ccsc1 (stereo not given) was read as Pf Dd2 growth inconclusive.
For CN(C)[C@@H]1CN(C(=O)C2(c3ccccc3)CC2)C[C@H]1CO the results were Pf Dd2 growth inconclusive.
For COCCOC1CCN(C(=O)c2cccc(C)c2)CC1 the results were Pf Dd2 growth 30%.

(next part)
`C#CCNC(=O)C[C@@H]1C[C@@H](C(C)C)[C@H](CNC(=O)c2ccccn2)C=C1C` gave Pf Dd2 growth -10%[44.1 µM].
`O=C(Nc1ccc(F)cc1)N[C@H]1[C@H](O)[C@@H](Oc2ccccc2)[C@@H]2OC[C@H]1O2` gave Pf Dd2 growth inconclusive.
For COc1cccc(C(=O)Nc2ccc3nc(SCC(=O)N4CCc5ccccc54)sc3c2)c1 the results were Pf Dd2 growth inconclusive.
`COc1ccc(CC(=O)N2CCN(c3cc(-c4cccs4)[nH]n3)CC2)cc1OC` gave Pf Dd2 growth 0%.
`O=C1NCCCc2[nH]c(-c3csc(-c4cnccn4)n3)nc21` gave Pf Dd2 growth -13%.
`CCOC(=O)c1c(NC(=O)CCCOc2ccc(Cl)cc2)sc2c1CCC2` gave Pf Dd2 growth inactive.
`Cn1ncc(N2CCC(CNC(=O)C3(c4ccccc4)CCCC3)C2)cc1=O` (stereo not given) gave Pf Dd2 growth -12%.
`CCCc1ccc(S(=O)(=O)N(C)CC2CCOC2)cc1` (stereo not given) gave Pf Dd2 growth inconclusive.
For Cc1cnc(C(=O)NC2C[C@H]3CC[C@@H](C2)N3C(=O)CC(C)C)cn1 (stereo not given in full) the results were Pf Dd2 growth 5%.
O=C1CC2(CCN(C(=O)c3ccccc3F)CC2)CN1C/C=C/c1ccccc1 was read as Pf Dd2 growth inconclusive.
For COc1ccc(-c2cc(C)no2)cc1S(=O)(=O)Nc1c(C)cc(C)cc1C the results were Pf Dd2 growth inactive.
Screening COc1cc2c(cc1CNCC1(O)CNCCOC1)OCCO2 (stereo not given) returned Pf Dd2 growth 17%.
Screening O=[N+]([O-])c1cccnc1N1CC2CCC(C1)N2CC(F)(F)F returned Pf Dd2 growth 18%.
`COc1ccc(S(=O)(=O)NCCc2noc(-c3ccncc3)n2)cc1` gave Pf Dd2 growth -15%.
FC(F)(F)c1ccc(CN2CCC3(CC(c4cccnc4)=NO3)C2)cc1 (stereo not given) was read as Pf Dd2 growth inconclusive.
O=C(Nc1ccc2c(c1)OCCO2)N1CCCC(c2nc(C3CCOCC3)no2)C1 (stereo not given) was read as Pf Dd2 growth inactive.
Screening CCc1ccc(CNC(=O)Cn2nc(C)n3c(cc4cc(C)ccc43)c2=O)cc1 returned Pf Dd2 growth inactive[5.79 µM].
For CN(C)C(=O)N1CCC2(CC1)CN(Cc1ccncc1)Cc1ccccc1O2 the results were Pf Dd2 growth 1%.
For Cc1cccnc1CNC[C@H]1O[C@@H]2C[C@@H](CC(=O)N3CCC(F)(F)C3)O[C@@H]2[C@@H]1O the results were Pf Dd2 growth 8%[44.1 µM].
Screening CCOc1ccccc1C1NC(=O)N(CC(=O)Nc2ccc(C)c(Cl)c2)C2=C1C(=O)OC2 (stereo not given) returned Pf Dd2 growth inconclusive.
`CCCc1nn2c(=O)cc(COC(=O)c3ccc(NC(=O)c4cccs4)cc3)nc2s1` gave Pf Dd2 growth inactive.
For CN(C)CC(O)c1cc2n(n1)CCCN(C(=O)c1cccc(N(C)C)c1)C2 (stereo not given) the results were Pf Dd2 growth 3%.
`O=C(NC1CCN(c2cc(-c3ccc(Cl)cc3)[nH]n2)CC1)c1ccc2[nH]ccc2c1` gave Pf Dd2 growth -15%.
For CCOCCn1c(=O)n(CCCN(C)C)c2cc(C(=O)O)cnc21 the results were Pf Dd2 growth -9%.
`CCOC(=O)N1CCN(C(=O)CN(c2ccccc2F)S(=O)(=O)c2ccc(C)cc2)CC1` gave Pf Dd2 growth -16%.
Screening CC(C)C(=O)c1cc2c(cc1NC(=O)c1ccccc1F)OCCO2 returned Pf Dd2 growth -24%.
CCN1C(=O)C2CC3(CCN(C(=O)c4cnc(C)cn4)CC3)CN2C1=O (stereo not given) was read as Pf Dd2 growth 10%.
COc1cccc(-c2nnnn2[C@H]2CO[C@H]3[C@@H]2OC[C@@H]3NC(=O)C2CCCCC2)c1 was read as Pf Dd2 growth inactive.

Only part of the results is shown; the hit share may differ from the screen's.
